Assay outcomes deposited in PubChem by several laboratories.
KKLEB tox: counter-screen for CF NF-kB inhibitors: cytotoxicity; KKLEB CF airway cells viability, ATPlite luminescence, overnight; stronger effect = lower value; cells stimulated with P. aeruginosa culture filtrate; activity change (cytotoxicity), % at 5 µM; actives 0.36% (n = 360,000); AID 602141;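 active means corrected activity change at or below -50% at 5 µM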
TROY NFkB inh: TROY signaling inhibition | actives 0.98% (n = 360,000) | inhibition, % at 10 µM | Q293 LMP1-TROYcd NF-kB luciferase reporter, 4 h | AID 1347056;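 active means compounds whose plate-normalised and pattern-corrected inhibition of the luciferase reporter signal at the single screening dose is 50% or more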
TRAIL sens C8: sensitizes caspase-8 expressing cells to TRAIL; AID 624354; inhibition (viability loss, TRAIL sensitization), % at 10 µM; NB7+C8 cells + TRAIL, ATPlite viability luminescence; actives 1% (n = 360,000);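 active means compounds causing at least 50% loss of cell viability in the single-dose screen, relative to plate controls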
CF NFkB block: cystic fibrosis NF-kB activation inhibition; KKLEB NF-kB-GFP reporter, PAF-induced, GFP fluorescence overnight; inhibition, % at 5 µM; actives 0.86% (n = 360,000);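 active means at least 50% inhibition at 5 µM, scaled per plate between neutral and stimulator controls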;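 further: PAF is a Pseudomonas aeruginosa culture filtrate used as stimulus; plate controls were PAF-stimulated DMSO wells for no effect and unstimulated DMSO wells for full effect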
SRC3 inh: inhibitors of human steroid receptor coactivator 3 (SRC3) | HEK293 GAL4-SRC3 luciferase reporter, luminescence | inhibition, % at 3.6 µM | actives 0.17% (n = 360,000) | AID 588352;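 active means inhibition above a per-campaign cutoff, the mean of all compounds plus 3 SD, cut at about 60% in these data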;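 further: 0% = DMSO-treated cells and 100% = gossypol-treated cells at 36 µM; higher means less SRC3-driven luciferase light from the GAL4 reporter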
EBV LMP1 NFkB: Epstein-Barr LMP1 NF-kappaB reporter inhibition | LMP1-induced NF-kappaB luciferase reporter cells, luminescence | inhibition, % at 12.5 µM | AID 504558 | actives 0.69% (n = 350,000); in the data active means inhibition above about 41%;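 further: 0% = neutral control wells and 100% = reference inhibitor control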
NR2F2 inh: blocks human COUP-TFII nuclear receptor; P24468; HEK293T NGFI-A luciferase reporter, luminescence; inhibition, % at 8.6 µM; actives 0.7% (n = 370,000);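 active means inhibition above a per-plate cutoff, mean inhibition of test wells between control levels plus 3 SD, cut at about 38% in these data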;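 further: cells cotransfected with COUP-TFII expression vector driving the NGFI-A reporter; 0% = median of COUP-TF2 test wells and 100% = reporter-only cells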
Target sequence (P24468 whole entry, looked up): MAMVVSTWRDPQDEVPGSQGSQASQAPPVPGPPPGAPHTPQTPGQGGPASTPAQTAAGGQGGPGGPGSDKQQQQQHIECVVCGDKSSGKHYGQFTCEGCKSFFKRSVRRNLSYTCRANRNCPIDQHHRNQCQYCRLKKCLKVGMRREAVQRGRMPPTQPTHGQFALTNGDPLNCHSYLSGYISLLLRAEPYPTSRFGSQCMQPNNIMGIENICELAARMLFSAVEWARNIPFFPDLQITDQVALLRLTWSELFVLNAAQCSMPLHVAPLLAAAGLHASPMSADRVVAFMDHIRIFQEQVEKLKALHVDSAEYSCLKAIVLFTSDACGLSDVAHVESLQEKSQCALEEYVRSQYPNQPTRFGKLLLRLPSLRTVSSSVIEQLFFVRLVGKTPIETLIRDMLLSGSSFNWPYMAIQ
TWEAK-Fn14 inh: TWEAK-Fn14 signaling inhibition. AID 1159606. actives 2% (n = 360,000). TWEAK-stimulated Fn14 reporter cells, luciferase luminescence, 8 h. inhibition, % at 10 µM; in the data active means inhibition above about 50%
SRC2 inh: human SRC2 (NCOA2) inhibition; HEK293 GAL4-SRC2 luciferase reporter, luminescence; inhibition, % at 9 µM; actives 0.17% (n = 370,000);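 active means inhibition above the mean inhibition of all tested compounds plus 3 SD, set per campaign, cut at about 52% in these data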;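 further: 0% = DMSO treated cells and 100% = cells given Gossypol at 36 µM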
LRH-1 inv ag: NR5A2 inverse agonism in reporter assay. O00482. HEK293T StAR-luciferase reporter, LRH-1 transfected, 24 h. inhibition, % at 3.6 µM. actives 0.13% (n = 360,000);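 active means inhibition above the mean inhibition of all tested compounds plus 3 SD, cut at about 73% in these data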;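 further: 0% = DMSO wells and 100% = reporter-only cells lacking LRH-1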
Target sequence (O00482 whole entry, looked up): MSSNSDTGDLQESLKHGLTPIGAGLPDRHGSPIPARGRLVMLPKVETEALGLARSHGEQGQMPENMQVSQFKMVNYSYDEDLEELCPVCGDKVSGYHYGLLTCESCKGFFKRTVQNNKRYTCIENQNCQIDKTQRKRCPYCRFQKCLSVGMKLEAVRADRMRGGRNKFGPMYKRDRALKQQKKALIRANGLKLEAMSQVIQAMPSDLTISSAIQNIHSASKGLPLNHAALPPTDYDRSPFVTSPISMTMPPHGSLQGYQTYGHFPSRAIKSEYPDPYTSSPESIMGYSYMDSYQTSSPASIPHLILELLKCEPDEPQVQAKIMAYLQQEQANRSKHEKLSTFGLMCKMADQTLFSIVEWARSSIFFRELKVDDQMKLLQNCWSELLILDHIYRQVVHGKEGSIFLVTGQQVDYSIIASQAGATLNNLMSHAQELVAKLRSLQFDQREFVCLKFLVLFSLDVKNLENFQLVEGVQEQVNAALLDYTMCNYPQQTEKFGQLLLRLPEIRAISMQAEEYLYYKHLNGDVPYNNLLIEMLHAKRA
NCOA1 inh: inhibitors of human steroid receptor coactivator 1 (SRC1). actives 0.12% (n = 360,000). inhibition, % at 3.6 µM. Q15788. AID 588354. HEK293 GAL4-SRC1 luciferase reporter, luminescence;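 active means inhibition above the campaign mean plus 3 SD, with each screening campaign given its own cutoff, cut at about 60% in these data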;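 further: 0% = DMSO treated cells and 100% = gossypol at 36 µM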
* = called active by the depositor.

Preview:
SMILES	KKLEB tox	TROY NFkB inh	TRAIL sens C8	CF NFkB block	SRC3 inh	EBV LMP1 NFkB	NR2F2 inh	TWEAK-Fn14 inh	SRC2 inh	LRH-1 inv ag	NCOA1 inh
COc1ccc(/C=C2\C(=O)NC(=O)c3ccccc32)cc1OC	2	-8	17	-11	1	-4	-13	-14	17	-23	-9
O=C(CCN1CCCCC1)c1cccc(Cl)c1	11	4	-14	-7	-6	-3	10	4	3	-10	7
COc1cccc2sc(Nc3nc(C)c(C(C)=O)s3)nc12	5	-44	44	-49	-16	-25	-14	94*	-24	6	-25
CCCCCCCCS(=O)CCC(=O)O (stereo not drawn)	8	7	-4	-14	11	-5	22	-7	-14	2	-16

This part in full (from the top)
SMILES	KKLEB tox	TROY NFkB inh	TRAIL sens C8	CF NFkB block	SRC3 inh	EBV LMP1 NFkB	NR2F2 inh	TWEAK-Fn14 inh	SRC2 inh	LRH-1 inv ag	NCOA1 inh
COc1ccc(/C=C2\C(=O)NC(=O)c3ccccc32)cc1OC	2	-8	17	-11	1	-4	-13	-14	17	-23	-9
O=C(CCN1CCCCC1)c1cccc(Cl)c1	11	4	-14	-7	-6	-3	10	4	3	-10	7
COc1cccc2sc(Nc3nc(C)c(C(C)=O)s3)nc12	5	-44	44	-49	-16	-25	-14	94*	-24	6	-25
CCCCCCCCS(=O)CCC(=O)O (stereo not drawn)	8	7	-4	-14	11	-5	22	-7	-14	2	-16
Cc1cccc(N2CCN(c3ccc(N4C(=O)CCCC4=O)cc3[N+](=O)[O-])CC2C)c1 (stereo not drawn)	-24	-6	-6	22	-4	8	14	16	-4	16	8
O=C(CCNS(=O)(=O)c1cccs1)N1CCN(c2ccc(F)cc2)CC1	5	-17	9	-3	-6	-2	1	10	-15	-8	-18
CC1(C)CC(=O)C2=C(C1)NC(Nc1nc3ccccc3o1)=NC21CCCCC1	-12	3	13	0	7	-6	11	6	-29	13	3
Cc1ccc(-c2csc(Nc3ccc(S(N)(=O)=O)cc3)n2)o1	12	16	-12	-22	11	-13	-7	1	-27	4	-53
FC(F)(F)c1cccc(Cn2nnnc2-c2cccc(C(F)(F)F)c2)c1	3	15	9	-6	6	6	12	8	-12	35	-8
O=c1[nH]c(SCc2cccc([N+](=O)[O-])c2)nc2[nH]ncc12	2	0	4	-2	-17	-9	-1	-24	-9	8	-29
O=C(NCc1cccs1)C1CC(c2ccc(Cl)c(Cl)c2)=NO1 (stereo not drawn)	-15	-13	-4	6	17	-2	-5	-6	-6	19	-4
O=C(NCc1cccs1)C1CCN(S(=O)(=O)c2ccccc2F)CC1	5	18	-10	-18	33	0	-8	-7	-9	-7	3
O=C(Nc1ccccc1C(=O)N1CCCCCC1)c1cccc(S(=O)(=O)N2CCOCC2)c1	0	5	-13	-2	-12	-4	2	-10	-13	-6	15
O=S(=O)(NCCSCc1c(Cl)cccc1Cl)c1ccc2c(c1)OCCO2	-2	33	-13	-7	13	0	11	13	3	1	8
CC1CN(S(=O)(=O)c2ccc(C(=O)N3CCc4ccccc43)cc2)CC(C)O1 (stereo not drawn)	-3	9	-5	-8	-2	-13	9	-14	14	8	-9
COc1ccc(C)cc1NC(=O)CCS(=O)(=O)c1ccc2c(c1)CCN2C(C)=O	2	-8	-1	-4	-6	-8	6	15	-11	-1	0
O=C(COC(=O)CCC1CCCCC1)Nc1ccc(OC(F)F)cc1	2	5	-1	13	25	-2	9	-13	-17	11	-7
O=C(CN1CCCCCCC1)Nc1cc(Cl)cc(Cl)c1	-1	-17	2	18	16	5	5	-27	1	-6	-34
CCc1nnc(NC(=O)CSc2nnc(C)n2Cc2ccccc2)s1	-3	11	-7	0	18	2	0	5	-27	11	18
Cc1ccc(CCNC(=O)CCS(=O)(=O)c2cc3c(cc2C)NC(=O)CO3)cc1	-15	2	-2	12	-22	7	-1	9	-15	-26	-1
O=C(Nc1ncc2c(n1)CC(c1ccco1)CC2=O)c1ccccc1 (stereo not drawn)	2	0	0	16	-11	-4	-6	-4	-21	-49	-33
Cc1cc(=O)n(-c2ccc(Cl)cc2)c(=O)[nH]1	-5	-26	12	2	15	-15	10	-13	-6	-2	0
COc1ccc(CNC(=O)COC(=O)c2ccc(C)c(S(=O)(=O)N3CCOCC3)c2)cc1OC	5	13	10	-12	-8	6	-9	3	-2	0	-10
Cn1c(=O)cc(OCCCC(=O)NCc2ccc(F)cc2Cl)c2ccccc21	7	-17	-3	-28	6	-28	-3	-1	-19	34	-4
COC(=O)C1C(=O)C=C(Nc2ccc(F)cc2F)CC1c1ccccc1 (stereo not drawn)	-23	3	-1	22	-14	0	-18	-3	-14	-15	-8
SMILES	KKLEB tox	TROY NFkB inh	TRAIL sens C8	CF NFkB block	SRC3 inh	EBV LMP1 NFkB	NR2F2 inh	TWEAK-Fn14 inh	SRC2 inh	LRH-1 inv ag	NCOA1 inh
COCCCn1nnnc1SCC(=O)Nc1ccc2c(c1)OCCO2	-21	2	2	-2	5	-2	12	2	5	-13	-16
O=C(NCc1ccccn1)c1ccccc1OCc1ccccc1Cl	10	1	9	-14	16	2	1	-18	0	10	0
O=C(O)c1cc(NC(=O)c2ccc(Cl)c([N+](=O)[O-])c2)cc(C(=O)O)c1	13	5	6	-7	1	-18	15	-12	23	-5	2
Cc1cc(=O)oc2cc(OCC(=O)Nc3ccc(S(=O)(=O)N(C)C)cc3)ccc12	14	2	10	0	-3	4	-8	12	-20	3	7
COc1ccc(Cl)cc1Nc1nc(-c2sc(NC(=O)c3ccco3)nc2C)cs1	17	-9	-12	-12	-1	-1	-18	4	-14	31	-7
CCN(CC)S(=O)(=O)c1ccc(C(=O)N(c2ccc(C)cc2)C2C=CS(=O)(=O)C2)cc1 (stereo not drawn)	-2	-10	-3	-11	14	-6	8	2	9	1	6
CS(=O)(=O)NCCNc1ncc(C(F)(F)F)cc1Cl	-4	-7	-5	-14	5	8	-7	-4	-4	-1	-2
O=C(Nn1cnc2ccccc2c1=O)c1ccccc1	-6	-30	-3	-9	-6	-11	-6	22	-21	-7	3
CC1CN(C(=O)CCC(=O)N2CCOCC2)c2ccccc2O1 (stereo not drawn)	9	-9	-12	17	5	6	14	11	-20	-7	-4
Cc1cccc(NS(=O)(=O)c2ccc3[nH]c(=O)cc(C(=O)OC(C)C(=O)Nc4ccc([N+](=O)[O-])cc4)c3c2)c1 (stereo not drawn)	-6	51*	0	-3	-7	-5	12	-8	-7	-3	0
COc1ccccc1C1NC(=O)NC(C)=C1C(=O)OCC1CCCCC1 (stereo not drawn)	-2	17	-22	4	4	4	2	-4	16	8	-1
COCCN(CCOC)S(=O)(=O)c1ccc(C(=O)Nc2nc(-c3ccccc3)c(C(=O)c3ccccc3)s2)cc1	3	9	-10	-9	10	4	-11	25	-15	-6	-24
COc1ccccc1NC(=O)c1cccs1	7	-20	6	-7	7	-16	1	9	-24	-26	-2
O=C(NCC1CCN(c2ccc(S(=O)(=O)N3CCOCC3)cc2)CC1)Nc1ccccc1	0	11	2	-11	-6	-3	15	-11	21	-5	-24
CCOCCCNC(=O)c1ccccc1SCC	3	-1	6	-17	-1	-2	-2	1	7	-8	-14
CN(Cc1ccccc1)C(=O)COC(=O)C1CCN(S(=O)(=O)c2ccc(Cl)c(C(F)(F)F)c2)CC1	-6	-3	-15	5	-18	8	3	-8	-3	2	-9
O=S(=O)(CCn1cccc1)CCn1cccc1	0	8	3	14	-17	-1	8	-19	-3	6	4
O=C(CSC(=S)N1CCOCC1)c1ccccc1	-7	50*	58*	2	-13	24	-41	72*	19	-63	-78
COc1cc(C=NNc2ccccc2)ccc1OC(=O)c1ccccc1	-8	-12	7	-65	-5	-22	-25	-64	-35	-1	2
Cc1sc2nc(C3CC3)nc(N3CCN(C(=O)c4ccccc4F)CC3)c2c1C	-9	-2	-8	10	5	22	24	-3	22	26	10
CCOC(=O)/C=C/C(=O)OCC(=O)Nc1ccc(C)cc1	-12	-27	-3	18	1	-11	-2	0	-2	7	-3
O=C(/C=C/c1ccccc1)Nc1ccc2c(c1)C(=O)NC2=O	12	-49	50*	-32	-12	6	-6	-42	-70	-34	-34
N#Cc1ccc(C2=CC(=O)C[C@H](c3ccc(Cl)cc3)C2)cc1	-4	-10	19	13	11	-2	18	-36	9	2	-6
Cn1nc(C(F)(F)F)cc1C(=O)O	15	0	-4	-9	18	-5	-9	15	-17	10	-9
O=c1oc(-c2ccc(O)c(O)c2)cc2cc(O)cc(O)c12	-6	-35	-2	-21	-45	-8	-45	-8	-30	8	-28
SMILES	KKLEB tox	TROY NFkB inh	TRAIL sens C8	CF NFkB block	SRC3 inh	EBV LMP1 NFkB	NR2F2 inh	TWEAK-Fn14 inh	SRC2 inh	LRH-1 inv ag	NCOA1 inh
CC(C)(Oc1ccc(Cl)cc1)C(=O)NC1CC1	-1	4	-6	7	1	-1	-5	22	23	2	-4
c1ccc(SCCOCCN2CCOCC2)cc1	-2	-13	3	18	-8	-1	8	1	7	5	-25
COc1cccc(CNc2nc3nc(C)cc(=O)n3[nH]2)c1	5	-18	-5	-6	-25	6	-5	1	-25	0	0
COCCCN1C(=O)c2ccc(C(=O)OCC(=O)N3CCN(c4ccccc4)CC3)cc2C1=O	-12	3	4	15	8	0	-16	-3	14	7	-2
O=C(c1ccccc1)c1cc2cc(Cl)ccc2[nH]1	-12	-43	-7	2	-44	-7	-14	-32	-39	-83	-47
COc1cc(/C=C(\C#N)c2nn(CCO)c(N)c2C#N)cc(OC)c1OC	-13	4	-1	-47	11	-3	-40	9	-1	29	19
Cc1ccc2c(CC(=O)NCc3ccc4c(c3)OCO4)coc2c1	-5	-9	-2	1	3	-9	-6	-25	-10	5	-4
Cc1ccc(/C=N/Nc2ncnc3nc[nH]c23)cc1	4	-28	19	5	-61	-6	-45	-9	-46	-62	-76
O=C(NCCO)C(F)(F)C(F)(F)C(F)(F)OC(F)(C(=O)NCCO)C(F)(F)F (stereo not drawn)	9	-1	9	8	-4	6	9	16	-8	1	11
CCOC(=O)N1CCN(S(=O)(=O)c2c(C)nc3sccn3c2=O)CC1	-8	10	2	-8	4	-12	4	-20	-11	12	4
COC(=O)c1cccnc1SCc1ccccc1	-9	-1	12	-5	-7	10	-3	12	-17	6	0
COC(=O)c1ccc(NC(=O)CN(c2ccc3c(c2)OCO3)S(C)(=O)=O)cc1	5	-7	10	6	6	-10	-4	-9	-13	-5	-10
O=C(Nc1ccc(F)cc1)c1cc(S(=O)(=O)Nc2ccc(F)cc2)cs1	4	26	-5	4	4	17	6	30	-14	10	-39
CCOc1ccc(NC(=O)c2cc(C)nc3ccccc23)cc1	-11	-12	0	-12	4	0	1	-1	3	-23	7
Cc1onc(-c2c(F)cccc2Cl)c1C(N)=S	4	9	-13	-30	7	-6	3	9	-27	9	3
COc1ccc(NCC(=O)N/N=C/C=C/c2ccccc2[N+](=O)[O-])cc1	-1	-53	-15	4	-7	-1	-2	-7	-14	0	-12
Nc1nc(SCC(=O)Nc2ccccc2)[nH]c(=O)c1NC(=O)c1cccs1	16	-25	13	-37	12	-6	-2	-1	5	19	-3
COc1ccccc1/C=C/C(=O)OCC(=O)N1CCc2ccccc21	3	-39	-21	-10	-16	-4	4	-15	22	-18	-4
Cc1cc(-n2nc(C)cc2C)n2ncc(-c3ccccc3)c2n1	-1	-3	-9	0	-20	-21	-22	2	-33	-46	-41
CCOC(=O)CCC1(C(=O)OC)C(=O)CCCCCC=C1C(=O)OC (stereo not drawn)	3	-13	5	2	1	-3	6	-1	6	12	-16
